# BCR signal inh: inhibitors of chronic active B-cell receptor signaling; ABC-DLBCL IkBa-CBG/CBR reporter, luminescence ratio, 4 h; hit rate 0.05% among 340,000; AID 493014; Potency, µM (series often up to 46.1 µM), without a hit: at the top dose ratio change, negative = lower green/red ratio, hits mostly inhibitors; active = well fitted inhibition curve with a large enough effect in the signal ratio, with a control signal flat, not every such curve was filed as active; inconclusive = small, poorly fitted or top-dose-only effect, or effect the other way, or a change in a side signal; the % refers to the signal ratio;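 note: potency is the fitted concentration of half-maximal effect; plate controls were basal doxycycline-induced cells for no effect and cells given 10 µM MG132 for full effect; MG132 reads +100%, hits lower the ratio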
#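 TMD8 ABC-DLBCL cells carrying doxycycline-inducible green luciferase fused to IkappaBalpha plus unfused red luciferase were exposed to compounds (up to 46 uM) for 4 hrs at 37C. Activity came from the overlap-corrected green/red luminescence ratio.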
# Tb PFK block: T. brucei PFK enzyme inhibition | T. brucei PFK, ADP-Glo luminescence | Potency, µM (highest dose often 57.5 µM), for inactives: at the highest dose activity, negative = inhibition, hits mostly inhibitors | hit rate 0.17% among 330,000;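 note: potency is the fitted concentration of half-maximal effect; 0% = uninhibited 1x PFK enzyme wells and -100% = no-enzyme wells; nearly all actives have a fitted effect of over 60% in size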
#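 Activity is normalized to no-enzyme wells (full inhibition) and 1.25 nM enzyme wells (no inhibition). Reaction: 0.5 mM F6P, 0.1 mM ATP, 45 min RT, ADP-Glo luminescence; concentration-response curves fitted and classed by quality.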
# ELG1 DNA repair: inhibitors of ELG1-dependent DNA repair in HEK293T cells. HEK293T ELG1-luciferase reporter, luminescence, 16 h; DNA damage induced by 5-fluorouridine. Potency, µM (doses to about 46.1 µM), for inactives: top-dose activity change, negative = inhibition, most hits filed as inhibitors. hit rate 2.3% among 330,000; note: potency is the fitted concentration of half-maximal effect; % is set by controls: 0 for no effect and ±100 for the full control effect; nearly all actives have a fitted effect of over 55% in size
#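 Luminescence from the luciferase reporter, measured 30 min after ONE-Glo reagent at room temperature, was the read-out. Beforehand, 2,000 cells per well were exposed for 16 hr at 37 °C to 5-fluorouridine together with compound or vehicle.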
# TCR act: T cell receptor activation; 330,000 tested, under 10 active; primary human leukocytes, anti-CD3, IL-2 HTRF, 48 h; Potency, µM (doses to about 9.22 µM), for the others: at the highest dose activation of IL-2 secretion, usual class: activators; AID 504894; note: % of control where 0% means no effect
#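 Primary human leukocytes receive a-CD3 beads and test compound and are incubated 48 hr. Secreted IL-2 is then assayed by HTRF, measuring 665nm acceptor emission after 320nm excitation of the europium donor.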
# S-ASM inh: inhibitors of human secretory acid sphingomyelinase. Potency, µM (series often up to 57.5 µM), for inactives: at the highest dose activity change, negative = inhibition, most hits filed as inhibitors. AID 504937. P17405. hit rate 0.006% among 340,000. placental ASM, HMU-PC fluorogenic substrate, 60 min; note: potency is the fitted concentration of half-maximal effect
#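 Fluorogenic HMU-PC substrate (9 uM final) is turned over by placental ASM in 60 min at 37 C after a 10 min compound preincubation. Reaction ended by alkaline stop (pH 10), with fluorescence read at 386/447 nm.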
# TSHR antagonist: blocks TSH signaling through the human TSH receptor. AID 504810. activity change, negative = inhibition, % at 11.5 µM. TSHR-expressing cells, TSH-stimulated cAMP HTRF, 2 h; active compounds read low. hit rate 0.2% among 330,000;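 active = activity change below a set negative limit, meaning inhibition stronger than a set level, cut at about -70% in these data; inconclusive = activity change between two set negative limits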; note: % is set by controls: 0 for no effect and ±100 for the full control effect
# Target sequence (P16473 whole entry, looked up): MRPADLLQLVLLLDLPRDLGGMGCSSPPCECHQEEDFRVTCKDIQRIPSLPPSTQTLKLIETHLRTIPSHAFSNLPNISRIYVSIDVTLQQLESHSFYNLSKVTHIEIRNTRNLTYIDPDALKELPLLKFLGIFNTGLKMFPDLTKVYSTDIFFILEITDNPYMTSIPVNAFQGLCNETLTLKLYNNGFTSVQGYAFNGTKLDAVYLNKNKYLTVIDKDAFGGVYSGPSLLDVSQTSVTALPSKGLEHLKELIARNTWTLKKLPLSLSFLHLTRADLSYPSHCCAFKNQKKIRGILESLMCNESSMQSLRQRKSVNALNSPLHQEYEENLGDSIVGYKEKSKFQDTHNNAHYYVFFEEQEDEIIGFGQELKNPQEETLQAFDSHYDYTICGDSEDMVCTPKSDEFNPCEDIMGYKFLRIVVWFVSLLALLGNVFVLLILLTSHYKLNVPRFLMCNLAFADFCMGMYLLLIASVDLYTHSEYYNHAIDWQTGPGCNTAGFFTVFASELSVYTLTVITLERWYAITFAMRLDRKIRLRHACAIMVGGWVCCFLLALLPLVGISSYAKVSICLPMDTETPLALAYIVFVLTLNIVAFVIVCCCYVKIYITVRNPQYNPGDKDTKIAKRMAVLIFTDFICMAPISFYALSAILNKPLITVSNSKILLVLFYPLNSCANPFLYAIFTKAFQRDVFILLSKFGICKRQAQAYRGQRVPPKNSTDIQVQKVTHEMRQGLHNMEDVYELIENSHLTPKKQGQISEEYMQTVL
#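 TSHR-expressing cells were treated with compounds, then stimulated with TSH at EC80 (4nM final) for 2 hours at 37 deg C. Cellular cAMP was measured by HTRF competition between lysate cAMP and cAMP-d2 for a cryptate-labelled anti-cAMP antibody.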
# a7 integrin act: activators of alpha7 integrin expression for muscular dystrophy; alpha7betagal myoblasts, beta-gal FDG fluorescence, 48 h; Potency, µM (titrated, usually from 38.3 µM), without a hit: at the top dose activation, hits mostly activators; hit rate 0.064% among 350,000; AID 624291;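 note: potency is the fitted concentration of half-maximal effect; 100% = response of the positive control SU9516; nearly all actives have a fitted effect of over 60% in size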
#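 alpha7betagal+/- myoblasts (passage 13, 250/well) treated 48 h at 37C with compounds at 1:260 dilution of DMSO stock. Lysed, then beta-galactosidase activity read as FDG fluorescence (ex 480/em 540) after 30 min, with pre-read for autofluorescence.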
# Eya2 inh: inhibitors of human Eya2 phosphatase activity. O00167. recombinant Eya2, OMFP fluorescence dephosphorylation (OMFP is methylfluorescein phosphate). Potency, µM (series often up to 76.9 µM), without a hit: top-dose activity, negative = inhibition, usual class: inhibitors. hit rate 0.006% among 330,000; note: potency is the fitted concentration of half-maximal effect; % is set by controls: 0 for no effect and ±100 for the full control effect
#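 Eya2 protein (added as 0.2 uM solution) was preincubated with compound for 10 min at ambient temperature in 50 mM HEPES pH 7.5, 50 mM NaCl, 5 uM MgCl2, 0.05% BSA, 1 mM DTT. OMFP (added at 50 uM) then reacted 10 min; fluorescence read at 485/525 nm.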
# AT treatment: potential ataxia-telangiectasia treatments restoring KAP-1 phosphorylation. […] A-T fibroblasts, KAP-1 phosphorylation AlphaLISA; neocarzinostatin DNA damage 30 min before lysis. hit rate 0.19% among 320,000. AID 485349. Potency, µM (doses to about 57.5 µM), inactives show at the top dose activation, most hits filed as activators; note: potency is the fitted concentration of half-maximal effect; % of control where 0% means no effect; nearly all actives have a fitted effect of over 45% in size
#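 hTERT-immortalized A-T patient fibroblasts ([…]), 500 cells/well in OPTI-MEM, 1% FBS, got compounds for 60 min, then NCS for 30 min at 37C. Lysates were then assayed for phospho-KAP-1 by AlphaLISA (anti-pKAP1 donor, anti-KAP1 acceptor beads), 6 hr at 25C.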
# Mito fusion yeast: blocks mitochondrial division or promotes mitochondrial fusion; S. cerevisiae fusion-defective mutant growth rescue, CellTiterGlo 48 h; Potency, µM (doses to about 46.1 µM), without a hit: at the top dose growth rescue (activation), most hits filed as activators; hit rate 0.23% among 320,000;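 note: potency is the fitted concentration of half-maximal effect; % of control where 0% means no effect; nearly all actives have a fitted effect of over 45% in size; temperature-sensitive fusion mutants such as fzo1-1 at 37 °C on non-fermentable ethanol glycerol medium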
#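 Yeast fusion mutant, YPEG (non-fermentable carbon), compound, 48 h at 37C non-permissive; CellTiterGlo added, 10 min RT, luminescence read. Rescued growth = division inhibition.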
# TSG101-PTAP inh: blocks PTAP/TSG101 interaction to inhibit HIV-1 budding. Q99816. 340,000 tested, under 10 active. Potency, µM (top dose mostly 115 µM), for inactives: top-dose activity change, negative = inhibition, most hits filed as inhibitors. Fluorescence polarization, FITC-PTAP peptide / Tsg101 binding; active = well fitted inhibition curve with a large enough effect in the main read-out, with a control signal flat, not every such curve was filed as active; inconclusive = small, poorly fitted or top-dose-only effect, or effect the other way, or a change in a side signal; inactive = no such curve, though single readings can be large or run the other way; note: potency is the fitted concentration of half-maximal effect; % of control where 0% means no effect
# Target sequence (Q99816 whole entry, looked up): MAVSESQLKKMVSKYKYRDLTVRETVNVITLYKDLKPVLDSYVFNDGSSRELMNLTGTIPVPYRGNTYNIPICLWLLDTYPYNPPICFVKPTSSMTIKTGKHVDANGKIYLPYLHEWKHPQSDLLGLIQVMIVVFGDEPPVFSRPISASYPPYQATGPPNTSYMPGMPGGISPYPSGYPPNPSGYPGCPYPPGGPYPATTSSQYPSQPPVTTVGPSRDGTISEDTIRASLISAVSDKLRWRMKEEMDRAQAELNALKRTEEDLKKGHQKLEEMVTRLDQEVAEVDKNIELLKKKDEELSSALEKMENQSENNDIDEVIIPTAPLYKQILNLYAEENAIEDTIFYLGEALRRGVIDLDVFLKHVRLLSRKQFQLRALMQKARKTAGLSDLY
#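 Tsg101 binding domain (10 uM final) was mixed with compound and a FITC-labeled PTAP peptide (50 nM final) in HEPES pH 7.5 buffer with NaCl, Tween 20, EDTA and TCEP; fluorescence polarization was read after 20 min at r.t.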
# The depositor's hits bear a star; ? = inconclusive; / = not tested or not shown; & = joins results of further samples; [ ] = remark or other dose. Unless noted, calls come from the whole dose curve; as a rule, active = well fitted curve in the direction sought with a large enough effect; inconclusive = small, poorly fitted or top-dose-only effect, or another doubt; inactive = no such curve, though single readings can be large; an effect the other way counts as inactive or inconclusive. Not a hit list (roughly 3.2% active in at least one column).
Structure	BCR signal inh	Tb PFK block	ELG1 DNA repair	TCR act	S-ASM inh	TSHR antagonist	a7 integrin act	Eya2 inh	AT treatment	Mito fusion yeast	TSG101-PTAP inh
O=C(Nc1cc(S(=O)(=O)N2CCOCC2)ccc1Cl)C(=O)c1c(-c2ccccc2)cc2ccccn12	-3%	3%	?	6%	-15%	-2	6%	-41%	-2%	-14%	-5%
C=CCSc1nc(N2CCOCC2)c2c(c1C#N)CC(C)(C)N(C)C2	-13%	5%	9%	-5%	3%	-1	38%	-7%	-4%	5%	-5%
CCN(CC)C(=O)C(=O)c1cn(CC(=O)N2CCc3ccccc3C2)c2ccccc12	1%	-26%	-22%	3%	2%	1	-36%	-3%	4%	-4%	-2%
Cc1c(N/N=C(\C#N)C(=O)c2ccccc2)c(=O)n(-c2ccccc2)n1C	?	-4%	?	-7%[46.1 µM]	-11%	1	-10%	-2%	-9%	1%	-7%
Cc1c(Br)c([N+](=O)[O-])nn1CCCC(=O)Nc1sc2c(c1C(N)=O)CCC(C)C2 (centres undefined)	4%	8%	?	1%	11%	15	-15%	1%	8%	10%	-3%
Cn1nc(C(F)(F)F)c(-c2ccc(F)cc2)c1NC(=O)c1ccco1	-1%	-2%	-20%	-7%	0%	9	-16%	-3%	-3%	4%	2%
CCOC(=O)c1ccc(N2CSC3=C(C#N)C(c4ccc(OC)cc4OC)CC(=O)N3C2)cc1 (centres undefined)	?	-18%	7%	-1%	-4%	10	2%	6%	-3%	7%	-2%
COc1ccc(N2CCC(CNC(=S)Nc3cc(C)cc(C)c3)C2)cc1 (centres undefined)	-2%	12%	?	11%	-22%	10	7%	11%	-32%	14%	1%
Cc1c(NC(=O)c2cc(C3CC3)on2)c(=O)n(-c2ccccc2)n1C	?	-8%	3%	-3%	7%	3	-8%	-11%	3%	4%	-4%
O=C(Nc1ccc2c(c1)nc1n2CCN(C2CCCCC2)C1)c1ccco1	0%	-1%	?	-1%	6%	-1	-33%	-22%	27%	1%	-8%
O=C(O)c1nnn(-c2ccc(F)cc2F)c1-c1ccccc1	?	-1%	3%	9%	10%	-3	-1%	-2%	-9%	3%	-2%
CC(C)Cn1cnc2c1c(=O)n(CC(=O)N(C)C)c(=O)n2Cc1ccccc1	0%	-8%	4%	7%	1%	-2	10%	-3%	4%	-6%	-2%
CN(C)c1nc(N(C)C)nc(N2CC(CCl)OC2=N)n1 (centres undefined)	-11%	-1%	?	-2%	0%	4	-13%	5%	2%	3%	-11%
O=C1NC[C@@H](Cc2ccc(O)cc2)N(CCc2cccc3ccccc23)C1=O	-11%	-19%	?	3%	-1%	3	?	-8%	0%	-2%	-2%
O=C(NCc1c(F)cccc1F)c1cc(COc2c(F)cccc2F)on1	?	-6%	19%	1%	-1%	-8	10%	-9%	7%[11.5 µM]	2%	-7%
COc1ccc(-c2noc(CSc3nnc(CCc4ccccc4)n3-c3ccccc3)n2)cc1OC	0%	-8%	?	1%	-15%	-6	-29%	-21%	-7%	20%	-2%
COc1ccc(-c2cn[nH]c2-c2ccc(OCc3ccc([N+](=O)[O-])cc3)cc2O)cc1OC	?	10%	?	-43%	-2%	?	-62%[inhibitor]	0%	1%	-4%	-2%
CCn1c(N2CCN(S(=O)(=O)c3ccccc3)CC2)nc2ccccc21	-1%	6%	?	-2%	6%	37	-4%	4%	0%	7%	-4%
COCCSc1ccccc1C(=O)Nc1ccccc1C#N	?	2%	4%	0%	2%	0	24%	4%	0%	-4%	-3%
Cn1c(SCC(=O)Nc2cccc(F)c2)nc2c(c1=O)SCC2	-9%	1%	?	5%	-1%	-2	-5%	-19%	1%	3%	-2%
Cc1cccc(-n2ncc3c(=O)[nH]c(SCC(=O)NCCC4=CCCCC4)nc32)c1	0%	0%	8%	3%	2%	8	?	-8%	10%	-3%	-1%
CCCC(=O)N(CCN1CCOCC1)c1nc2c(OC)ccc(C)c2s1	-8%	1%	6%	6%	1%	13	-6%	0%	6%	10%	0%
CC12CN(C(=O)c3ccccc3)C3(C#N)CC1CCC23C (centres undefined)	-2%	-3%	7%	-4%	1%	-10	-21%	-1%	/	8%	1%
Cc1ccc(CN2C(=O)C3CCCN3c3ccc(S(=O)(=O)N4CCOCC4)cc32)cc1 (centres undefined)	-2%	-1%	6%	/	/	-4	/	2%	-2%	-2%	/
O=c1c2ccccc2ncn1-c1ccc(Cl)cc1[N+](=O)[O-]	-26%	-3%	13%	6%	-1%	1	9%	-5%	5%	5%	0%
COc1ccccc1OCC(=O)NNC(=O)Nc1ccc(Cl)cc1	-18%	-11%	15%	1%	-1%	-6	-18%	-2%	0%	6%	-3%
CCc1nc2sc3c(c2c(=O)n1N)CC(C)(C)OC3	-4%	-5%	-5%	7%[46.1 µM]	-2%	-1	1%	-3%	10%	-1%	0%
COc1ccc(C(O)(C(C)C)C(CN2CCOCC2)c2ccc(Cl)cc2)cc1 (centres undefined)	?	7%	-28%	-8%	-1%	-30	20%	-16%	2%	-16%	-8%
Cc1ccc(C(=O)N(C)Cc2nc3ccccc3c(=O)[nH]2)cc1NC(=O)c1ccco1	1%	0%	-14%	1%	-3%	-13	-20%	2%	7%	/	-2%
C=CCn1c(=O)c2ccccc2n2c(SCC(=O)O)nnc12	-3%	0%	4%	-10%	5%	7	-15%	5%	10%	7%	-3%
O=C(Nc1cccc(F)c1)Nc1ccc(Cl)cn1	?	0%	?	1%	0%	-2	?	?	0%	5%	-4%
O=C(NNc1c(Cl)cccc1Cl)c1cccs1	2%	3%	10%	1%	0%	-21	-7%	-1%	-1%	17%	-1%
O=C(CN1CCN(c2ccccc2O)CC1)NNC(=O)c1ccc(Cl)cc1	-1%	-1%	-8%	-2%[46.1 µM]	3%	4	-18%	4%	11%	-2%	-3%
COc1ccc(C(=O)C2CCCN(Cc3ccc4c(c3)OCCO4)C2)cc1F (centres undefined)	4%	-7%	29%	-1%	-2%	5	5%	5%	-4%	-5%	-4%
Cc1[nH]c(=S)[nH]c(=O)c1CCC1OCCO1	-2%	-10%	0%	3%	-1%	7	-5%	-3%	4%	13%	-3%
CN1C(=O)/C(=C/c2ccc(-c3ccccc3[N+](=O)[O-])o2)SC1=Nc1ccc(Cl)c(C(=O)O)c1	16%	7%	12%	1%[46.1 µM]	-10%	-16	-13%	-5%	-4%	1%	-13%
CCc1ccc(-c2cc(C)no2)cc1S(=O)(=O)NCCc1ccccc1	7%	-1%	?	-1%	?	-27	?	-8%	9%	16%	-6%
CCOC(=O)c1c(C)nc(C)c(C(=O)OCC)c1-c1ccc(OC)cc1	?	5%&0%	?	-2%	2%	33&8	-23%	-2%&2%	13%&-12%	9%&12%	-12%
C#CC(C)(C)NC(=O)c1ccccc1OC	9%	0%	11%	7%	4%	5	24%	5%	11%	1%	-3%
O=[N+]([O-])c1cc(/C=N/N2CCCCC2)ccc1Cl	?	-9%	?	5%	-6%	7	-24%	11%	-8%	29%	-5%
O=C(COc1ccccc1)N=C1SC2CS(=O)(=O)CC2N1c1ccccc1 (centres undefined)	-16%	1%	-3%	-3%	1%	-8	1%	9%	0%	-2%	1%
Cc1cc(C(=O)Nn2c(C3CCCCC3)nc3ccccc3c2=O)ccc1[N+](=O)[O-]	8%	-4%	-24%	2%[46.1 µM]	-18%	-7	-16%	1%	6%	-17%	-8%
N#Cc1cc([N+](=O)[O-])ccc1Oc1cccc(/C=N/NC(=O)c2ccc(Cl)cc2)c1	-1%	-6%	?	7%	-8%	-32	-1%	11%	5%	2%	-1%
Nc1ccc(S(=O)(=O)Nc2nccc(/C=C/c3cccc(Br)c3)n2)cc1	?	3%	?	3%	0%	-10	13%	-6%	3%	10%	-3%
Cc1ccc(Nc2ccc(N)cc2S(=O)(=O)O)cc1	9%	5%	-16%	-11%	8%	11	4%	10%	0%	-7%	-4%
O=S1(=O)N=CN(Cc2cccc(F)c2)c2ccccc21	0%	-1%	9%	-2%	0%	-4	2%	11%	-3%	2%	2%
